LmPK inhibitor – qHTS Assay for Inhibitors of Leishmania Mexicana Pyruvate Kinase (LmPK) | AID 1721, 2009 | actives 0.37% (n = 290,000) | Q27686 | purified LmPK, Kinase-Glo ATP luminescence, 1 h | Potency, µM (titrated, usually from 57.5 µM), for the others: at the top dose activity change, negative = inhibition, most hits filed as inhibitors; also: potency is read from the fitted curve at half-maximal effect
Target sequence (Q27686 whole entry, looked up): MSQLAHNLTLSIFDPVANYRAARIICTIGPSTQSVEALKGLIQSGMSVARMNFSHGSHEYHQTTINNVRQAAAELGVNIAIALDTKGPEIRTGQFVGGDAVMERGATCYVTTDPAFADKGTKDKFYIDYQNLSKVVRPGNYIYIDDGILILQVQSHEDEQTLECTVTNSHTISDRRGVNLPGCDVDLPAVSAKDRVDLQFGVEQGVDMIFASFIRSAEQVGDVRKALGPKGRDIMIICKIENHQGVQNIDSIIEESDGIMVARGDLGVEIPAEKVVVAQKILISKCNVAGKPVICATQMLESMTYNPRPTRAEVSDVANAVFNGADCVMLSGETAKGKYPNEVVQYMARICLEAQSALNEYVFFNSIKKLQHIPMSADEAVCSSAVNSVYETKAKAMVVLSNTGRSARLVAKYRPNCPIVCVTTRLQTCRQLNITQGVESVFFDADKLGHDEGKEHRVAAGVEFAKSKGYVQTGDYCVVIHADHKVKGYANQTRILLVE
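qHTS format; LmPK 0.1 nM; substrates PEP 0.5 mM and ADP 0.1 mM. One-hour room-temperature incubation, then coupled luciferase luminescence; 0.5 nM enzyme wells mark activation.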
Tb PYK inh – qHTS of Trypanosoma Brucei Inhibitors; pyruvate kinase (Trypanosoma brucei), Q57TT1; TbPYK enzyme, Kinase-Glo Plus ATP luminescence, 45 min; Potency, µM (series often up to 76.8 µM), for inactives: at the top dose activity, negative = inhibition, actives largely listed as inhibitors; actives 0.12% (n = 410,000); AID 624173, 2012; also: potency is read from the fitted curve at half-maximal effect; nearly all actives have a fitted effect of over 50% in size
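Readout: single end-point luminescence (Kinase-Glo Plus, 10 min). Reaction conditions were TbPYK/substrate plus 130 uM ADP, 45 min at RT, pH 7.2 TEA buffer. No-enzyme wells served as controls, and data were normalized before concentration-response fitting.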
AMA1-RON2 inh – qHTS for Inhibitors of AMA1-RON; Towards Development of Antimalarial Drug Lead: Primary Screen | Potency, µM (top dose mostly 58.2 µM), inactives show at the highest dose activity change, negative = inhibition, actives largely listed as inhibitors | AID 720542, 2013 | AlphaScreen AMA1-biotinylated RON2 peptide binding | actives 0.2% (n = 360,000) | Plasmodium falciparum AMA1 (3D7) - RON2 peptide interaction;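 also: potency is read from the fitted curve at half-maximal effect; 0% = vehicle wells and -100% = peptide control; nearly all actives have a fitted effect of over 45% in size; some results filed as inactive show a strong effect at the top dose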
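AMA1 (3D7) with his tag at 25 nM final met compounds first, then biotinylated RON2 peptide at 25 nM; detection used donor plus acceptor beads, 10 µg/mL apiece, read by AlphaScreen after 30 min at room temperature.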
AmpC inh no detg – qHTS Inhibitors of AmpC Beta-Lactamase (assay without detergent); AID 485341, 2010; actives 0.52% (n = 330,000); AmpC nitrocefin hydrolysis, absorbance 480 nm, 0.0001% Triton; P00811; Potency, µM (titrated, usually from 57.1 µM), for the others: at the top dose activity change, negative = inhibition, most hits filed as inhibitors;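 also: potency is read from the fitted curve at half-maximal effect; plate controls were no compound for no effect and no enzyme for full effect; nearly all actives have a fitted effect of over 20% in size; some results filed as inactive show a strong effect at the top dose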
Target sequence (P00811 whole entry, looked up): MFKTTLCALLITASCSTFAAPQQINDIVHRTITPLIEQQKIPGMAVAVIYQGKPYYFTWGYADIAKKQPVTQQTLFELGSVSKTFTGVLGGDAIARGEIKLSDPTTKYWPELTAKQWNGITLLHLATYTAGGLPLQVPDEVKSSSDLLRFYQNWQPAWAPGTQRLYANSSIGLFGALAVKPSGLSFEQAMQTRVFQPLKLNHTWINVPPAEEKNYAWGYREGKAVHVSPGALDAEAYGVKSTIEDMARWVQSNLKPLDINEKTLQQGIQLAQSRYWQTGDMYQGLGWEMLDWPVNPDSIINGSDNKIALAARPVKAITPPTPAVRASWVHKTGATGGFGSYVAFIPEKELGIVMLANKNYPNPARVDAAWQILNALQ
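20 mM phosphate pH 7.0 + 0.01% (detergent screen) or 0.0001% Triton X-100; 5.3 nM AmpC reagent; cpd preinc 15 min RT; nitrocefin (800 uM stock) to start; A480 q20 s × 4 min; Activity was normalised to no-enzyme and no-compound control wells.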
AmpC detergent – qHTS Inhibitors of AmpC Beta-Lactamase (assay with detergent) | P00811 | AmpC hydrolysis of nitrocefin, absorbance 480 nm, 0.01% Triton | Potency, µM (highest dose often 114 µM), without a hit: at the top dose activity change, negative = inhibition, actives largely listed as inhibitors | actives 0.041% (n = 370,000) | AID 485294, 2010;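 also: potency is read from the fitted curve at half-maximal effect; 0% = no-compound wells and -100% = no-enzyme wells; nearly all actives have a fitted effect of over 25% in size; some results filed as inactive show a strong effect at the top dose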
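20 mM phosphate pH 7.0 + 0.01% (detergent screen) or 0.0001% Triton X-100; 5.3 nM AmpC reagent; cpd preinc 15 min RT; nitrocefin (800 uM stock) to start; A480 q20 s × 4 min; Activity was normalised to no-enzyme and no-compound control wells.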
HCMV antiviral – qHTS Assay for inhibitors of the human cytomegalovirus (HCMV); actives 4.5% (n = 410,000); AID 1259415, 2018; activity change, negative = inhibition, % at 57.5 µM; HFF cells, HCMV-luciferase reporter, 72 h; active compounds read low; in the data active = activity change below about -60%; inconclusive = no clear call, values can overlap the other calls; inactive = above about -39%
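Steps: HFFs plated, 16 h 37C; compounds added; HCMV-luciferase added to MOI 1 PFU/cell; 72 h 37C; OneGlo reagent, 5 min room temperature; luminescence read, normalized to controls.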
Sm TGR inh – qHTS Assay for the Inhibitors of Schistosoma Mansoni Peroxiredoxins. Schistosoma mansoni thioredoxin glutathione reductase (TGR), Q962Y6. purified TGR, DTNB reduction, TNB absorbance 405 nm. Potency, µM (titrated, usually from 114 µM), for inactives: at the top dose activity change, negative = inhibition, most hits filed as inhibitors. actives 3% (n = 360,000); also: potency is read from the fitted curve at half-maximal effect; nearly all actives have a fitted effect of over 60% in size
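TGR 20 nM + NADPH 100 uM (dispensed conc.), cpd preinc 15 min RT; start with NADPH (500 uM addition) then DTNB (15 mM addition). Kinetic TNB absorbance, 405 nm filter. Four-parameter Hill fit across titration.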
Numbers without * were called inactive; ? = inconclusive; nt = not tested or not shown; [ ] = dose if it differs, or a comment. Unless noted, calls follow the shape of the dose curve; as a rule, active = well fitted curve in the direction sought with a large enough effect; inconclusive = small, poorly fitted or top-dose-only effect, or another doubt; inactive = no such curve, though single readings can be large; an effect the other way counts as inactive or inconclusive. Unless noted, % is scaled to controls: 0 for no effect and ±100 for the full control effect.

The line under a structure holds: LmPK inhibitor | Tb PYK inh | AMA1-RON2 inh | AmpC inh no detg | AmpC detergent | HCMV antiviral | Sm TGR inh
Nc1c(C(=O)Nn2cnnc2)cc([N+](=O)[O-])cc1[N+](=O)[O-]
  12% | nt | nt | -9% | -11% | nt | -1%
CC(=O)Nc1ccc(S(=O)(=O)NCCC(=O)N2CCC(Cc3ccccc3)CC2)cc1
  nt | -5% | -15% | 26% | ? | 0 | -2%
COc1ccc(NS(=O)(=O)c2cc(NC(=O)c3ccco3)ccc2N2CCCC2)cc1
  -8% | 6% | 2% | -27% | -4% | -12 | -14%
COC(=O)c1ccccc1NC(=O)c1ncoc1-c1ccco1
  nt | -3% | nt | nt | -2% | -27 | -4%
CCN(CC)S(=O)(=O)c1cccc(C(=O)OCC(=O)N2CC(=O)Nc3ccccc32)c1
  1% | -6% | 7% | -21% | 1% | -24 | 4%
CCCc1cc(=O)[nH]c(SCC(N)=O)n1
  -6% | -14% | 0% | -21% | ? | -2 | 2%
CCc1ccc(NC(=O)C2C3C=CC(C4CC34)C2C(=O)O)cc1 (stereo not given)
  -5% | -4% | 3% | -13% | ? | 48 | -9%
Cc1cc(C)cc(-n2c(SCC(=O)Nc3nnc(C)s3)nc3c([nH]c4ccccc43)c2=O)c1
  nt | -21% | nt | nt | -3% | 35 | 8%
CC(C)Oc1ccc(S(=O)(=O)N2CCCCC2)cc1NC(=O)CN1CCCC1c1cccs1 (stereo not given)
  nt | 0% | 0% | -20% | -4% | ? | -18%
O=C(NCC1COc2ccccc2O1)c1cc(S(=O)(=O)N2CCOCC2)ccc1F (stereo not given)
  nt | 1% | -20% | 1% | -15% | -14 | -21%
Cc1c(C(=O)NCCSCc2ccco2)cccc1[N+](=O)[O-]
  2% | -2% | -2% | 1% | -9% | -24 | -8%
COc1ccc2c(n1)Sc1nc3ccccc3nc1N2
  -19% | -8% | 3% | -22% | -6% | -28 | 2%
COc1cc(C(=O)NCCN2CCOCC2)cc(OC)c1OC
  1% | 2% | -2% | -7% | -9% | -9 | -19%
O=C1NC[C@H](CCCCN2C[C@H](Cc3ccc(O)cc3)N(CC3CCCCC3)C(=O)C2=O)N(CCC2CCCCC2)C1=O
  nt | -12% | -5% | nt | nt | 3 | nt
COc1ccc(NC(=O)Nc2cccc(Cl)c2Cl)c(OC)n1
  -1% | -1% | -4% | -40% | -12% | -70* | 4%
CCOC(=O)C1CCN(Cc2cc(=O)oc3cc(C)ccc23)CC1
  -1% | -7% | -13% | -1% | 0% | 14 | -3%
COc1ccccc1N1CCN(S(=O)(=O)c2ccc(-c3coc(C)n3)cc2)CC1
  nt | -3% | nt | nt | 3% | 8 | -2%
CCOc1ccccc1NC(=O)N1CCN(S(=O)(=O)c2ccc3c(ccn3C)c2)CC1
  nt | 3% | nt | nt | 7% | 5 | 5%
COc1cc(OC)cc(-c2cc3cc4c(cc3cn2)OCO4)c1
  nt | -4% | -6% | 85%[activator] | nt | nt | nt
c1coc(-c2nc(N=C3N=c4ccccc4=N3)[nH]c2-c2ccco2)c1
  nt | 0% | 110%[activator] | nt | nt | -14 | nt
CCN(C(=O)c1cc(S(=O)(=O)N2CCOCC2)cn1C)c1cccc(C)c1
  -10% | -1% | 0% | -5% | -16% | ? | -17%
C=CCn1c(SCC(=O)c2ccc(OC)cc2)nnc1-c1cc2cccc(OC)c2o1
  -3% | -21% | 4% | 0% | -7% | 9 | 6%
Cc1ccc2c(c1)N(CCC(=O)NCCN1CCOCC1)C(=O)CO2
  5% | nt | 19% | 2% | -3% | -7 | -1%
CCOC(=O)/C=C1\CC(C(=O)OCC)Oc2ccccc21 (stereo not given)
  nt | 0% | 19% | -3% | nt | -20 | nt
C[C@H](NC(=O)CC[C@H]1O[C@@H](n2ccc(=O)[nH]c2=O)[C@H](O)[C@@H]1O)C(=O)O
  nt | -1% | 6% | nt | nt | -9 | nt
CNC(=O)/C(=C\c1ccc([N+](=O)[O-])cc1)NC(C)=O
  4% | -6% | -4% | -31% | -4% | -5 | 5%
CCOC(=O)c1sc(NC(=O)C(CC)Sc2nc3ccccc3[nH]2)nc1C (stereo not given)
  nt | 5% | 37%[activator] | nt | nt | -23 | nt
Fc1ccc(-c2nnn(Cc3ccccc3Cl)n2)cc1
  -1% | -1% | 76%[activator] | -16% | 7% | 5 | 1%
Cc1ccc(C(=O)O)cc1-c1ccc(C=C2C(=O)c3ccccc3C2=O)o1
  2% | 3% | -25% | -26% | 4% | -28 | 45µM*
CN(C)CCCN(C(=O)COc1ccccc1)c1nc2ccc(F)cc2s1
  7%[11.5 µM] | 3% | 2% | 22% | 3% | 15 | 2%
NNC(=O)C1CC1c1ccccc1 (stereo not given)
  5% | -9% | 4% | -6% | 3% | -21 | 4%
Cc1ccccc1NS(=O)(=O)c1ccc(C(=O)N2CCN(c3ccccn3)CC2)cc1
  -1% | 0% | -5% | 9% | -2% | -31 | -4%
Cc1cc2c(ncn2C)c(NS(=O)(=O)c2ccc(Cl)cc2)c1C
  2% | -7% | 6% | 1% | 4% | -13 | 8%
CCOc1ccc(CCNC(=O)c2ccc3c(=O)[nH]c4c(C(=O)NC(C)C)sc(=S)n4c3c2)cc1
  -5% | -5% | 12% | -34% | 3% | -24 | -2%
Cn1c(N)c(C(=O)COC(=O)/C=C/c2cccc(F)c2)c(=O)n(C)c1=O
  nt | -6% | 20%[11.6 µM] | -9% | 6% | -29 | -2%
COc1ccccc1CNc1ncnc2cc(Cl)ccc12
  0% | 2% | 0% | -8% | 1% | 38 | nt
CCCC(=O)Nc1cc(OC)c(NC(=S)Nc2ccc(CC)cc2)cc1OC
  nt | 5% | 12% | nt | nt | 20 | nt
C[C@]12C=C[C@H](O)CC1=CCC1C2CC[C@@]2(C)C1CCC21OCCO1 (stereo not given in full)
  nt | 2% | 0% | 2% | nt | 12 | nt
O=C(c1ccccc1O)N1N=C(c2ccccc2)CC1(O)C(F)(F)F (stereo not given)
  0% | -5% | 80%[activator] | -34% | ? | 36 | 0%
O=C(NC1CCCCCCC1)C1=COCCO1
  12% | 4% | 1% | 2% | -2% | -4 | 2%
COc1ccc(CCC(=O)N2CCN(c3ccc(OC)cc3)CC2)cc1
  5% | -15% | -11% | 24% | 1% | -4 | 5%
Cc1nn(-c2ccc(N3CCCCC3)nn2)c(C)c1CCC(=O)NCc1ccc(Cl)cc1
  nt | 2% | nt | nt | 19% | -34 | 1%
COc1ccc(NC(=O)CCNC(=O)N2CC(=O)Nc3ccccc32)cc1OC
  nt | 3% | 8% | nt | nt | ? | nt
CCn1cc(C(=O)OCC(=O)Nc2cccc(C)c2)c(=O)c2ccc(C)nc21
  -1% | 0% | -4% | -13% | -10% | 38 | -5%
CC(C)[C@H](NC(=O)NCc1cccs1)C(=O)O
  -4% | 1% | 0% | -19% | ? | 0 | 5%
O=C(COc1ccccc1O)c1cccs1
  0% | 3% | -4% | -17% | -15% | 37 | -1%[11.4 µM]
CCCCN(C)C(=O)CCC(=O)Nc1ccc2nc(N3CCOCC3)cc(C)c2c1
  4% | 0% | 8% | 64%[activator] | -6% | 164 | 2%
CC1=C(C(=O)N(C)C)CC(CC(=O)NCC2CCCCC2)C(=O)N1Cc1ccc(F)cc1 (stereo not given)
  nt | 2% | 9% | nt | nt | 19 | nt
Cc1ccccc1NC(=O)c1ccc2nccnc2c1
  -1% | 0% | 6% | 131%[activator] | -7% | -39 | -19%
CCOC(=O)CSc1nc(C)nc2c1sc1nc(C)c(C(C)=O)c(-c3ccc(OC)cc3)c12
  3% | 2% | 12% | -25% | 5% | -5 | 3%
O=C1CN(C(=O)c2ccc(S(=O)(=O)N3CCCCC3)cc2)C(c2ccc(F)cc2)c2cc(Cl)ccc2N1 (stereo not given)
  nt | -8% | nt | nt | 8% | -4 | -2%
CCc1ccc(OCCCCCn2ccnc2)cc1
  1% | 9% | ? | -1% | ? | ? | 4%
N#CC(C#N)=NNc1ccc([N+](=O)[O-])cc1
  -6% | -12% | -8% | -16% | 4% | -91* | 25µM*
CN(CCC1CCCCO1)C(=O)CCc1nnc(CCc2ccccc2)o1 (stereo not given)
  1% | -1% | 3% | 18% | -6% | -14 | -25%
O=C(CSC1c2ccccc2C(=O)N1c1ccccc1)N1CCOCC1 (stereo not given)
  3% | -3% | 2% | -10% | 2% | 17 | ?
Cc1ccccc1OCc1nnc(SCC(=O)Nc2ccc3nc(SCC(=O)Nc4ccccc4)sc3c2)n1C
  8% | -8% | ? | 15% | -5% | -20 | 6%

Some of the entries above, set out differently:
CC(C)Oc1ccc(S(=O)(=O)N2CCCCC2)cc1NC(=O)CN1CCCC1c1cccs1 (stereo not given)
  LmPK inhibitor: nt; Tb PYK inh: 0%; AMA1-RON2 inh: 0%; AmpC inh no detg: -20%; AmpC detergent: -4%; HCMV antiviral: ?; Sm TGR inh: -18%
CN(C)CCCN(C(=O)COc1ccccc1)c1nc2ccc(F)cc2s1
  LmPK inhibitor: 7%[11.5 µM]; Tb PYK inh: 3%; AMA1-RON2 inh: 2%; AmpC inh no detg: 22%; AmpC detergent: 3%; HCMV antiviral: 15; Sm TGR inh: 2%
COc1ccc(CCC(=O)N2CCN(c3ccc(OC)cc3)CC2)cc1
  LmPK inhibitor: 5%; Tb PYK inh: -15%; AMA1-RON2 inh: -11%; AmpC inh no detg: 24%; AmpC detergent: 1%; HCMV antiviral: -4; Sm TGR inh: 5%
O=C(c1ccccc1O)N1N=C(c2ccccc2)CC1(O)C(F)(F)F (stereo not given)
  LmPK inhibitor: 0%; Tb PYK inh: -5%; AMA1-RON2 inh: 80%[activator]; AmpC inh no detg: -34%; AmpC detergent: ?; HCMV antiviral: 36; Sm TGR inh: 0%

Looked up one by one from above, 2 records:
The line under a structure holds: LmPK inhibitor | Tb PYK inh | AMA1-RON2 inh | AmpC inh no detg | AmpC detergent | HCMV antiviral | Sm TGR inh
Cc1ccccc1NC(=O)c1ccc2nccnc2c1
  -1% | 0% | 6% | 131%[activator] | -7% | -39 | -19%
O=C(c1ccccc1O)N1N=C(c2ccccc2)CC1(O)C(F)(F)F (stereo not given)
  0% | -5% | 80%[activator] | -34% | ? | 36 | 0%
